Dynein transport: blocks dynein driven cargo transport along microtubules; 0.47% of 220,000 active; 3617.4 mouse cells, GR-EGFP nuclear translocation imaging; test concentration mostly 20 µM; stimulated with dexamethasone, 1 µM; stronger effect = lower value; AID 1381; z-score, hits read low;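 active = plate z-score of nuclear minus cytoplasmic receptor signal below a set negative limit, without overly bright fluorescence or cell loss, cut at about -3.5 in these data, passing the limit was not always enough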;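 note: z-score of nuclear minus cytoplasmic ring GR-EGFP intensity difference per well; some compounds called inactive have numbers as strong as hits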
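Also added – dexamethasone, 1.0 µM final · Buffer or medium – tet-free, stripped-serum medium · Schedule – induction 48 h, compound 1 h, agonist 30 min · Detection – formaldehyde fixation, Hoechst nuclear stain, 10x automated fluorescence imaging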
Insulin prom up: MIN6 insulin promoter up-regulation | MIN6 insulin promoter-GFP reporter, high-content imaging; stronger effect = higher value | 0.3% of 190,000 active | AID 1625 | z-score at 5 µM;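 active = z-score above 3 at 5 µM with at least 500 cells counted in the well; inconclusive = wells under 500 cells, flagged as cytotoxic or low count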
human PMI inhibition: MPI enzyme activity inhibition – biochemical, fluorescence intensity, coupled assay, primary screen (AID 1209); 0.42% of 190,000 active; purified PMI enzyme, coupled fluorescence intensity; higher % means a stronger effect; one-dose inhibition, % at 20 µM; IC50 in µM for titrated hits;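 note: plate controls were DMSO vehicle for no effect and wells lacking substrate for full effect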
human PMI inhibitors: human PMI inhibitors, high substrate, primary screen, biochemical, fluorescence intensity, high mannose 6-phosphate (AID 1220); inhibition, % at 20 µM; hits with a dose series show IC50 in µM; recombinant PMI enzyme, coupled fluorescence intensity; higher % means a stronger effect; 0.66% of 190,000 active
MT stabilizer: microtubule stabilizers in HeLa cells; HeLa tubulin immunostaining HCS, 24 h; share of cells brighter than vehicle mean+2SD; 0.83% of 200,000 active; % tubulin-high responders, % at 10 µM;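 active = plate Z-score above 3 for both tubulin-high and condensed-nucleus cell shares, with cell loss under 80%, at 10 µM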;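 note: anti alpha tubulin signal scored within the nucleus-defined area of each cell; some results filed as inactive read as strong as hits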
Yfh1-depleted yeast: enhancers of respiration in Yfh1-depleted yeast, dose response, Friedreich's ataxia, plus single-dose screen (AID 1465); S. cerevisiae Yfh1-off respiration, WST-1 reduction, 72 h; higher fold induction means a stronger effect; one-dose fold induction at 50 µM; EC50 in µM for titrated hits; 0.074% of 220,000 active;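 active = fold induction of absorbance versus untreated yeast above a set limit, then at least 30% activation at any dose in follow-up; inconclusive = repeats straddling the limit, or above it without dose testing; inactive = fold induction below the set limit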;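 note: activators that raise dye reduction in frataxin-depleted yeast; strong numbers were not always called active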
bCat nuc transl: beta-catenin nuclear translocation modulation. HeLa beta-catenin nuclear translocation, immunofluorescence imaging. nuclear translocation activity, % at 5 µM. 0.3% of 190,000 active;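 active = nuclear translocation activity above 50% at 5 µM, with a well cell count of 50 or more; inconclusive = wells under 50 cells across six images, flagged as toxic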;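 note: per-cell ratio of nuclear to cytoplasmic median beta-catenin stain intensity; plate controls were DMSO negative control for no effect and GSK-3 inhibitor IX positive control for full effect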
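System: Human HeLa cells, endogenous beta-catenin | Compound dosing: 5 µM primary, 0.02–20 µM confirmation | Timing: 24 h compound exposure at 37°C, 5% CO2 | Measured by: Fluorescence imaging of beta-catenin antibody stain plus DAPI | Read-out basis: % activation of per-cell nuclear versus cytoplasmic median beta-catenin signal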
WT yeast gro inh: growth inhibition of WT yeast, mitochondrial fusion screen; mitochondrial fusion phenotypic screen, WT strain; 2.1% of 190,000 active; inhibition, % at 10 µM; AID 1362; in the data active = inhibition above about 58%; tested in S. cerevisiae
Autophagy HCS: modulators of autophagy | AID 463193 | calls only at 10 µM (by protocol) | MEF GFP-LC3 puncta imaging; test concentration mostly 10 µM | 0.98% of 190,000 active;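 active = percentage of spot-positive cells more than 3 SD above its plate mean, without a fluorescence outlier flag or 80% toxicity; inconclusive = no clear call, values can overlap the other calls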;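 note: spot-positive cell cutoff set from DMSO-treated cells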
WT yeast gro inh mutant strain: second read-out of WT yeast gro inh, no call of its own (marks repeat the call); inhibition, %; mitochondrial fusion phenotypic screen, mutant strain inhibition
Dynein transport cytoplasmic EGFP: second read-out of Dynein transport, no call of its own (marks repeat the call); z-score; measured here: cytoplasmic GR-EGFP intensity; stronger effect = higher value
Dynein transport nuclear GR-EGFP: recorded beside Dynein transport, whose call it bears; z-score; measured here: nuclear GR-EGFP intensity;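 lower value marks the stronger effect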
Dynein transport cell count: also measured in Dynein transport; calls as there; z-score; measured here: cell count per field
Insulin prom up cell count: also measured in Insulin prom up; calls as there; cell count; measured here: cytotoxicity, nuclei count;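 total cells summed across four imaged fields per well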
bCat nuc transl cell count 5 µM: further read-out of bCat nuc transl, marked with its call; cell count; measured here: cell count, cytotoxicity flag
MT stabilizer Hoechst-high %: further read-out of MT stabilizer, marked with its call; % Hoechst-high responders; measured here: nuclear condensation Hoechst responders;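 share of cells brighter than vehicle mean plus two SD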
MT stabilizer cytotoxicity %: second read-out of MT stabilizer, no call of its own (marks repeat the call); toxicity, %; measured here: cytotoxicity by cell density;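 0% = mean cell density of plate MIN control wells and 100% = no cells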
Autophagy HCS cell loss 18 h: also measured in Autophagy HCS; calls as there; toxicity, %; measured here: cell loss, nuclei count;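 cell loss after 18 h compound exposure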
* marks the source's active call; other numbers are inactive results; i = inactive; ? = inconclusive; . = no result given; + = active, no number. Cut-off read from the data, not from the text of the source, unless noted: active = inhibition above about 50%; inactive = the rest.

molecule	Dynein transport	Dynein transport cytoplasmic EGFP	Dynein transport nuclear GR-EGFP	Dynein transport cell count	Insulin prom up	Insulin prom up cell count	human PMI inhibition	human PMI inhibitors	MT stabilizer	MT stabilizer Hoechst-high %	MT stabilizer cytotoxicity %	Yfh1-depleted yeast	bCat nuc transl	bCat nuc transl cell count 5 µM	WT yeast gro inh	WT yeast gro inh mutant strain	Autophagy HCS	Autophagy HCS cell loss 18 h
CCc1ccc(NC(=S)N(CCCN2CCOCC2)Cc2ccccn2)cc1	0.59	-0.16	0.65	-1.2	0.55	1219	-12%	-9%	2.5	1.6	6.8	i	-2.0	1104	-14	3	i	-5
Cc1ncc(CN2CCC(CO)(Cc3ccccc3)CC2)s1	1.2	0.24	1.1	-1.6	-0.43	1451	-3%	-8%	4.1	1.1	2.5	i	-0.2	1049	28	23	i	-1
CCC12CN3CC(CC)(CN(C1)C3c1c(O)ccc3ccccc13)C2=O (stereo unspecified)	0.066	-0.23	0.39	-0.014	.	.	30%	28%	2.7	1.8	1.8	i	.	.	14	8	+	38*
COCCn1c(CN2CCN(c3ccc(F)cc3)CC2)nc2c1c(=O)n(C)c(=O)n2C	-1.2	0.016	-0.38	0.65	-0.58	1177	9%	6%	4.7	2.2	6.5	i	-3.0	1130	-5	0	i	-3
NC(N)=N/N=C/c1ccc(Br)cc1	-0.13	-0.22	-0.15	0.49	-0.09	1106	-2%	-1%	24*	43*	52*	i	113*	414*	8	4	i	33
CCN1/C(=C/C(C)=C/c2sc3ccccc3[n+]2CC)Sc2ccccc21	12	20	12	-0.34	-3.5	566	18%	2%	55	2.3	20	i	17	703	89	94	i	49
O=S(=O)(NC1CC1)c1ccc(S(=O)(=O)N2CCc3ccccc32)cc1	0.25	-0.2	0.22	0.18	0.14	1522	10%	10%	1.3	2.3	7.4	i	-2.5	1018	-20	-13	i	14
CC(C)(C)C(=O)O/N=C(\N)c1c(Cl)cccc1Cl	-0.34	-0.32	-0.18	0.61	-0.06	1167	.	.	.	.	.	i	-0.4	1281	.	.	.	.
CCOC(=O)c1c(NC(=O)CN2C(=O)NC(C)(c3ccccc3)C2=O)sc(C)c1C (stereo unspecified)	0.02	-0.3	-0.46	0.22	-0.16	1245	8%	13%	13*	42*	32*	i	62*	212*	24	-5	+	0.8*
CCOC(=O)c1cccc(NC(=O)/C=C/c2ccc3c(c2)OCO3)c1	-0.83	-0.32	-0.69	0.71	0.07	1396	10%	26%	5.5	15	7.1	i	1.0	942	10	4	i	4
CC(C)n1c(C(=O)OCC(=O)NCc2ccc3c(c2)OCO3)cc2sccc21	-0.89	-0.37	-0.56	0.51	-1	847	10%	0%	42*	34*	56*	i	-1.3	677	31	8	i	4
O=C(NCc1ccccc1Cl)c1ccc(Cn2cc(C(F)(F)F)ccc2=O)cc1	-0.086	-0.19	-0.33	-0.22	.	.	5%	6%	2.0	2.0	5.6	i	.	.	-3	-1	i	28
COc1ccc(NC2CC(=O)N(c3cccc([N+](=O)[O-])c3)C2=O)cc1 (stereo unspecified)	0.27	-0.29	-0.028	0.35	-1.2	1299	-9%	7%	2.4	1.6	6.6	i	1.6	1062	-1	4	i	15
Fc1ccc(-c2nnc(CSc3nnc(-c4cccs4)o3)o2)cc1	0.0017	-0.19	0.23	-0.26	-0.08	914	2%	-2%	2.2	1.4	6.0	i	.	.	-19	-16	i	0
Cc1cccn2c(=O)c(/C=C(\C#N)C(=O)NCc3ccco3)c(N3CCCCC3)nc12	-0.35	-0.23	-0.27	0.86	0.02	1367	19%	11%	3.3	2.0	7.4	i	-0.2	1083	-1	-4	i	-13
CCC1(CC)NC(=O)N(CC(=O)OCC(=O)NC(=O)c2ccc(Cl)cc2)C1=O	-1.1	-0.23	-0.41	0.77	0.8	1271	0%	-1%	4.4	2.0	9.5	i	-1.4	1092	-3	1	i	6
Cc1cc(C)nc(SCc2nnc(SCC(=O)Nc3nccs3)n2Cc2ccco2)n1	0.081	-0.34	-0.06	0.42	-0.72	1053	7%	4%	7.7	4.9	0.8	i	-3.1	998	-3	12	i	22
CCOC(=O)N1CCC(N2CCN(S(=O)(=O)c3ccc([N+](=O)[O-])cc3)CC2)CC1	0.83	-0.13	0.86	-1.6	-0.38	1057	.	.	.	.	.	i	-1.1	1354	.	.	.	.
Cc1cc(C)c(S(=O)(=O)N2CCC(C(N)=O)CC2)cc1C	-0.07	0.11	0.19	0.051	-0.19	897	-1%	-2%	2.2	1.3	6.0	i	.	.	-4	-1	i	-17
Cc1ccc(S(=O)(=O)N2CCOCC2)cc1C(=O)NCCCn1ccnc1	0.48	0.2	0.41	0.38	-0.44	970	-3%	-5%	1.9	1.0	6.5	.	.	.	0	12	i	-10
COC(C[C@@H]1O[C@@H]1[C@@H](O)COCc1ccccc1)OC	0.026	-0.62	0.083	0.18	0.14	941	.	.	.	.	.	i	-0.5	1346	.	.	.	.
CSc1nc(Cl)c(Cc2ccc(OC(C)C)cc2)c(N(C)C)n1	0.7	-0.25	0.26	-0.36	-0.18	1453	3%	6%	4.9	1.9	6.6	i	-0.5	1204	63*	18*	i	13
CCCCc1nc2ccccc2c(N)c1CCC (tested in a mixture with another compound)	-0.47	-0.19	-0.33	0.37	0	1012	9%	0%	1.8	2.8	5.7	i	4.1	954	52	36	i	-14
CC12CCCCC1c1ccccc1C(=NCC(=O)O)N2 (stereo unspecified)	1.1	-0.19	0.72	-0.77	-0.25	1382	2%	0%	5.6	2.3	7.9	i	-2.5	893	-2	-12	i	-1
Cc1cc(C)c(S(=O)(=O)c2ccccc2C)c(Cl)n1	0.37	0.28	-0.13	-0.28	.	.	5%	3%	2.0	2.3	6.9	i	.	.	18	-2	i	4
CN1C(=O)CC(N2CCN(C(c3ccccc3)c3ccccc3)CC2)C1=O (stereo unspecified)	-0.58	-0.26	-0.22	-1.2	0.03	1301	12%	7%	2.5	1.1	4.1	i	1.0	1116	-12	66	i	-3
[O-]c1c[n+](-c2ccc(-[n+]3cc([O-])on3)cc2)no1	1.2	-0.35	0.59	-0.94	1.2	1422	-52%	-65%	1.2	1.2	1.6	i	0.1	1543	-20	-1	i	4
COC(=O)C1=C(N)Oc2cc(C)n(Cc3cccnc3)c(=O)c2C1c1cc(OC)ccc1OC (stereo unspecified)	-0.029	-0.32	0.32	-0.81	-0.69	1278	-3%	1%	6.0	3.4	5.3	i	2.6	1104	-3	15	i	-5
CCOC(=O)N1[C@@H]2C=C(C)[C@@H]2[C@@H]2[C@@H](C)C(=O)N21	1.3	-0.25	0.44	-0.66	?	.	2%	0%	3.4	3.6	8.8	i	-1.7	535	-24	-15	i	-6
O=c1[nH]sc2ccccc12	-3.8*	1.7*	-2.4*	-0.013*	0.77	832	-12%	-46%	2.1	2.5	9.8	i	4.8	1120	25	26	i	-14

Shown with values under each structure: 9 of the compounds above
Order of values – Dynein transport | Dynein transport cytoplasmic EGFP | Dynein transport nuclear GR-EGFP | Dynein transport cell count | Insulin prom up | Insulin prom up cell count | human PMI inhibition | human PMI inhibitors | MT stabilizer | MT stabilizer Hoechst-high % | MT stabilizer cytotoxicity % | Yfh1-depleted yeast | bCat nuc transl | bCat nuc transl cell count 5 µM | WT yeast gro inh | WT yeast gro inh mutant strain | Autophagy HCS | Autophagy HCS cell loss 18 h
- CCC1(CC)NC(=O)N(CC(=O)OCC(=O)NC(=O)c2ccc(Cl)cc2)C1=O
  -1.1 | -0.23 | -0.41 | 0.77 | 0.8 | 1271 | 0% | -1% | 4.4 | 2.0 | 9.5 | i | -1.4 | 1092 | -3 | 1 | i | 6
- Cc1cc(C)nc(SCc2nnc(SCC(=O)Nc3nccs3)n2Cc2ccco2)n1
  0.081 | -0.34 | -0.06 | 0.42 | -0.72 | 1053 | 7% | 4% | 7.7 | 4.9 | 0.8 | i | -3.1 | 998 | -3 | 12 | i | 22
- CCOC(=O)N1CCC(N2CCN(S(=O)(=O)c3ccc([N+](=O)[O-])cc3)CC2)CC1
  0.83 | -0.13 | 0.86 | -1.6 | -0.38 | 1057 | . | . | . | . | . | i | -1.1 | 1354 | . | . | . | .
- Cc1cc(C)c(S(=O)(=O)N2CCC(C(N)=O)CC2)cc1C
  -0.07 | 0.11 | 0.19 | 0.051 | -0.19 | 897 | -1% | -2% | 2.2 | 1.3 | 6.0 | i | . | . | -4 | -1 | i | -17
- Cc1ccc(S(=O)(=O)N2CCOCC2)cc1C(=O)NCCCn1ccnc1
  0.48 | 0.2 | 0.41 | 0.38 | -0.44 | 970 | -3% | -5% | 1.9 | 1.0 | 6.5 | . | . | . | 0 | 12 | i | -10
- COC(C[C@@H]1O[C@@H]1[C@@H](O)COCc1ccccc1)OC
  0.026 | -0.62 | 0.083 | 0.18 | 0.14 | 941 | . | . | . | . | . | i | -0.5 | 1346 | . | . | . | .
- CSc1nc(Cl)c(Cc2ccc(OC(C)C)cc2)c(N(C)C)n1
  0.7 | -0.25 | 0.26 | -0.36 | -0.18 | 1453 | 3% | 6% | 4.9 | 1.9 | 6.6 | i | -0.5 | 1204 | 63* | 18* | i | 13
- CCCCc1nc2ccccc2c(N)c1CCC (tested in a mixture with another compound)
  -0.47 | -0.19 | -0.33 | 0.37 | 0 | 1012 | 9% | 0% | 1.8 | 2.8 | 5.7 | i | 4.1 | 954 | 52 | 36 | i | -14
- CC12CCCCC1c1ccccc1C(=NCC(=O)O)N2 (stereo unspecified)
  1.1 | -0.19 | 0.72 | -0.77 | -0.25 | 1382 | 2% | 0% | 5.6 | 2.3 | 7.9 | i | -2.5 | 893 | -2 | -12 | i | -1
